Screens deposited in PubChem by National Center for Advancing Translational Sciences (NCATS).
G9a inh – qHTS Assay for Inhibitors of Histone Lysine Methyltransferase G9a; Histone-lysine N-methyltransferase EHMT2 (Homo sapiens), Q96KQ7; G9a H3K9 monomethylation, AlphaScreen, 2 h; Potency, µM (highest dose often 102 µM), for inactives: at the top dose activity, negative = inhibition, usual class: inhibitors; 350,000 tested, 8.8% active; AID 504332, 2011; also: % is scaled to controls: 0 for no effect and ±100 for the full control effect; nearly all actives have a fitted effect of over 75% in size
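Using a bead-based AlphaScreen, monomethylated H3K9 product from 2 h room-temperature reactions (G9a 20 nM, peptide 500 nM, SAM 20 uM) was detected with 0.5 ug/mL rabbit anti-H3K9me1 antibody.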
RGS4 inhibitor – Inhibitors of Regulator of G Protein Signaling (RGS) 4: qHTS. Potency, µM (doses to about 114 µM), for the others: at the top dose activity change, negative = inhibition, hits mostly inhibitors. Transcreener GDP fluorescence polarization, RGS4-accelerated GTP hydrolysis. Regulator of G-protein signaling 4 (Homo sapiens), P49798. 390,000 tested, 0.039% active; also: % is scaled to controls: 0 for no effect and ±100 for the full control effect; nearly all actives have a fitted effect of over 75% in size; some results filed as inactive show a strong effect at the top dose
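MLSMR compounds (23 nl, pin-transferred) preincubated 10 min at room temperature with a 500nM (2x) first reagent, then RGS4 at 900nM (2x) plus Transcreener GDP mix added; fluorescence polarization (620/688 nm) read before and after 90 min at 30 °C.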
GLS inh – qHTS for Inhibitors of Glutaminase (GLS) | AID 624170, 2012 | Potency, µM (doses to about 45.5 µM), without a hit: at the highest dose activity change, negative = inhibition, hits mostly inhibitors | GLS enzymatic activity, qHTS titration | Glutaminase kidney isoform, mitochondrial (Homo sapiens), O94925 | 410,000 tested, 0.21% active; also: % is scaled to controls: 0 for no effect and ±100 for the full control effect
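Compounds were pin-transferred onto hKGA, after which L-glutamine (1 mM solution) and a detection mix of glutamate oxidase, HRP and Amplex Red were added. Initial and 30 min RT fluorescence reads were collected.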
HP1b binding inh – HTS for Inhibitors of HP1-beta Chromodomain Interactions with Methylated Histone Tails. Chromobox protein homolog 1 (Homo sapiens), P83916. AlphaScreen HP1-beta / biotin-H3K9me3 peptide binding. Potency, µM (highest dose often 114 µM), inactives show at the highest dose activity change, negative = inhibition, most hits filed as inhibitors. 390,000 tested, 0.56% active; also: nearly all actives have a fitted effect of over 70% in size; inactives centre near 23
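HP1-beta protein (50 nM final) preincubated 30 min at room temperature with biotinylated H3(1-18)K9me3 peptide (50 nM) in PBS pH 7.4, 0.01% Tween-20, then compound added for 30 min. AlphaScreen streptavidin donor/nickel chelate acceptor beads (10 ug/mL final), 30 min dark, luminescence read.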
JMJD2A Tudor inh – qHTS Assay for Inhibitors of JMJD2A-Tudor Domain | Potency, µM (doses to about 114 µM), inactives show at the highest dose activity change, negative = inhibition, hits mostly inhibitors | AlphaScreen JMJD2A-Tudor / H3K4me3 peptide binding | 390,000 tested, 4.4% active | Lysine-specific demethylase 4A (Homo sapiens), O75164; also: % is scaled to controls: 0 for no effect and ±100 for the full control effect; nearly all actives have a fitted effect of over 50% in size
BAZ2B block – qHTS Assay for Inhibitors of BAZ2B. Bromodomain adjacent to zinc finger domain protein 2B (Homo sapiens), Q9UIF8. AlphaScreen BAZ2B-H3K14Ac peptide displacement. Potency, µM (doses to about 114 µM), without a hit: top-dose activity change, negative = inhibition, hits mostly inhibitors. 360,000 tested, 4.4% active. AID 504333, 2011; also: % is scaled to controls: 0 for no effect and ±100 for the full control effect; nearly all actives have a fitted effect of over 60% in size
Target sequence (Q9UIF8 whole entry, looked up, the tested form may be a part): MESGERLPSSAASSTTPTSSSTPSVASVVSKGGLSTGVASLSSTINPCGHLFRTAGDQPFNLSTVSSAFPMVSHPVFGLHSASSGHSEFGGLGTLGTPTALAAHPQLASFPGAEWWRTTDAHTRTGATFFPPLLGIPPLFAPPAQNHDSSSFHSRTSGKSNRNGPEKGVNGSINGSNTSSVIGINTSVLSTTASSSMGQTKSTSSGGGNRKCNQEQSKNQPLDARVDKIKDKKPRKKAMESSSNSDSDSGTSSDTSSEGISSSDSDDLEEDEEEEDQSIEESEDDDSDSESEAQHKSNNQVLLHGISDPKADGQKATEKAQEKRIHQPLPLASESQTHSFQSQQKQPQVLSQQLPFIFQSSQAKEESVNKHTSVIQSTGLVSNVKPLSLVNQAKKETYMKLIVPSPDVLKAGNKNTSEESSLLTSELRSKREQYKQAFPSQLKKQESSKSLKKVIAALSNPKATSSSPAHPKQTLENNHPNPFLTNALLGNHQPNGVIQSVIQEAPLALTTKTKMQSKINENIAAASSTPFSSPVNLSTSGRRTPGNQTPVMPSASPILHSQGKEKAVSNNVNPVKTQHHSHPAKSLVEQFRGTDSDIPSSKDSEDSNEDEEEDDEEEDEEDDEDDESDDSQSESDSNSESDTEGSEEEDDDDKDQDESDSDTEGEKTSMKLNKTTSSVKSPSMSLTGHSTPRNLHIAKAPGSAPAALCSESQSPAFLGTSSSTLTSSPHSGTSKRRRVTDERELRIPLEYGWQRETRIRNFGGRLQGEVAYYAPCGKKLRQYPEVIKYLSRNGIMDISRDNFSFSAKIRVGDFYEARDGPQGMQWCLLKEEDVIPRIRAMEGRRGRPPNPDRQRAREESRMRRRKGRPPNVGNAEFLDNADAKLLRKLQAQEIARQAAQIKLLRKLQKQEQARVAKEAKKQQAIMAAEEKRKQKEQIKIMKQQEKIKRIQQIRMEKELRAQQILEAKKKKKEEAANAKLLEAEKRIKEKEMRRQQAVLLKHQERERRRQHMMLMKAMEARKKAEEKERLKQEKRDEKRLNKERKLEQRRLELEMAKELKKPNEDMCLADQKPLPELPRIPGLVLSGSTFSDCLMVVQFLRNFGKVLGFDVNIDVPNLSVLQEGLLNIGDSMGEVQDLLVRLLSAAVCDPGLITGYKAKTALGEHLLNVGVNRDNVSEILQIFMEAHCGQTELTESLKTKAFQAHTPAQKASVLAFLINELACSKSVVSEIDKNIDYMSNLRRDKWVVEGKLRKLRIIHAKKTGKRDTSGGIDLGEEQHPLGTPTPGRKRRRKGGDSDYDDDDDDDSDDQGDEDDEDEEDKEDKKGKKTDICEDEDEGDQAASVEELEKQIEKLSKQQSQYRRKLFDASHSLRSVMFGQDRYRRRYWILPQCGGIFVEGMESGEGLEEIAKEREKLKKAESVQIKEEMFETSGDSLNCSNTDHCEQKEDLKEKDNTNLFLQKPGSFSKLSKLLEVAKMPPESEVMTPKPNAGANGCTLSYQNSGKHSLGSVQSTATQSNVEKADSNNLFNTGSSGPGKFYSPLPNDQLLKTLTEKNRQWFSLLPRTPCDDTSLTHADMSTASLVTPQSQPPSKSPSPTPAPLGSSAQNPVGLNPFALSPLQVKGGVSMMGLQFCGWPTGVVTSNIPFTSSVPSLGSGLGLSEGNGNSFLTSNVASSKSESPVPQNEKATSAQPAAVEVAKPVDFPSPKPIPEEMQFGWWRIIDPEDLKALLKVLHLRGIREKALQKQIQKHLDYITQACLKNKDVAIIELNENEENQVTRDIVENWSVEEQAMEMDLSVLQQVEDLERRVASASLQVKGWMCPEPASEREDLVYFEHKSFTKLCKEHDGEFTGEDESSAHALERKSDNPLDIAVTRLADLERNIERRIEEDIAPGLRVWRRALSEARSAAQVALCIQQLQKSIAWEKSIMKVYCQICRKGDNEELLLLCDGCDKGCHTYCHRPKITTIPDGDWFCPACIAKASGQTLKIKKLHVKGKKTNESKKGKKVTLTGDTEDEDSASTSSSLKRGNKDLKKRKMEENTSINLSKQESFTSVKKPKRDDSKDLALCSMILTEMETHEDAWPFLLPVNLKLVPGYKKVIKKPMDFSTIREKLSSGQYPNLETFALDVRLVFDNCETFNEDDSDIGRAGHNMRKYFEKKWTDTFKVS
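AlphaScreen luminescence quantifies BAZ2B engagement of H3K14Ac peptide; the protein and biotinylated peptide are both at 50 nM final, buffer PBS pH 7.4 with 0.01% Tween-20, all steps at room temperature.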
The depositor's hits bear a star; i = inactive; ? = inconclusive; . = not tested or not shown; & = joins results of further samples; [ ] = another dose, or the depositor's remark. Calls follow the shape of the dose curve; as a rule, active = well fitted curve in the direction sought with a large enough effect; inconclusive = small, poorly fitted or top-dose-only effect, or another doubt; inactive = no such curve, though single readings can be large; an effect the other way counts as inactive or inconclusive. Potency is read from the fitted curve at half-maximal effect.

HP1b binding inh	G9a inh	GLS inh	JMJD2A Tudor inh	RGS4 inhibitor	BAZ2B block	molecule
-18%[57 µM]	.	.	?	3%	.	CCOc1cccc(C2C=C(c3ccc4c(c3)OCO4)NC(c3ccc(F)cc3)N2)c1O (stereo not drawn)
-7%	.	.	?	17%	.	COc1ccc(CN(Cc2ccccc2)C(=O)c2ccc(O)cc2)cc1COc1ccc(NC(C)=O)cc1
33%	.	.	-13%	0%	.	COc1ccc(C2C3C=CCC(c4cccc(/C=C/c5ccccc5)c4)C3C(=O)N2Cc2ccccc2)cc1Cl (stereo not drawn)
4%[57 µM]	.	.	0%[57.1 µM]	-31%	.	CC(C)C1(C)NC(c2ccc3c(c2)OCO3)=CC(c2ccccc2O)N1 (stereo not drawn)
32%	.	.	4%	-7%	.	COc1cccc(/C=C2/SC(=S)N(CC(=O)Nc3nccs3)C2=O)c1
20%	.	.	-17%	4%	.	CCCN1CCC(=O)N(C(CSc2ccc(C)cc2)CC(C)C)CC1 (stereo not drawn)
13%[57 µM]	.	.	-12%[57.1 µM]	-14%	.	Cc1ccccc1OCC(=O)NCC(=O)OCC(=O)c1ccc(Br)cc1
30%	.	.	-3%	-7%	.	COc1ccc(CCn2c(=S)[nH]c(=O)c3c(C)cc(C)nc32)cc1OC
64%[activator]	.	.	-22%	1%	.	c1ccc(Nc2nc(-c3ccccc3)c(-c3ccccc3)s2)cc1
5%[57 µM]	.	.	?	11%	.	Cc1ccc2[nH]c(=O)c(CN(Cc3cccs3)Cc3nnnn3Cc3ccco3)cc2c1
24%	.	.	-17%	6%	.	Cc1ccc(CNCc2cn[nH]c2-c2ccc(C)cc2)cc1
26%[57 µM]	.	.	-13%[57.1 µM]	33%	.	COc1ccc(OCCCn2c(CCNC(=O)C3CCCCC3)nc3ccccc32)cc1
21%	.	.	-4%	8%	.	Clc1ccc(CNc2ncnc3nc[nH]c23)cc1
29%	.	.	-26%	-31%	.	CC12CCC=CC1C(c1ccc3ccccc3c1Br)N(Cc1ccccc1)C2=O (stereo not drawn)
23%	.	.	-8%	-11%	.	CN(C(=O)Cc1ccccc1OC(=O)c1ccccc1)c1ccccc1I
22%	.	.	-16%	33%	.	NCc1cn(Cc2ccccc2)nc1-c1ccccc1
2%[57 µM]	.	.	-27%[57.1 µM]	-15%	.	CCc1ccc2[nH]c(=O)c(CN(Cc3ccccc3)Cc3nnnn3C(C)(C)C)cc2c1
?	.	.	32µM*	-50%	.	COc1ccc(Cn2nnnc2C(c2ccccn2)N2CCN(c3ccc(O)cc3)CC2)cc1 (stereo not drawn)
12%	.	.	-23%	4%	.	O=C1C[C@@H](c2ccc3ccccc3c2)N1S(=O)(=O)c1ccccc1[N+](=O)[O-]
22%	.	.	-10%	13%	.	COCCNC(=O)C1(C(F)(F)F)C/C(=C\CCO)CCCO1 (stereo not drawn)
18%	.	.	?	-12%	.	CCCN1CCC(=O)N(C(CSc2ccc(Br)cc2)Cc2ccccc2)CC1 (stereo not drawn)
26%	.	.	-14%	4%	.	CCCN1CNc2c(c(=O)[nH]c(=S)n2CCc2ccc3c(c2)OCCO3)C1
28%	.	.	-12%	18%	.	CNCCN(C)c1nc(-c2cccs2)nc2ccccc12
42%[activator]	.	.	-2%	-16%	.	CCCN1CNc2c(c(=O)[nH]c(=S)n2CCc2ccc(C)cc2)C1
15%	.	.	-17%	-25%	.	C=C1CCN(C(Cc2ccccc2)C(=O)NC2CCN(Cc3ccccc3)CC2)S(=O)(=O)c2ccccc21 (stereo not drawn)

The closing 2 compounds of the part above are carried over, then new ones follow.
HP1b binding inh	G9a inh	GLS inh	JMJD2A Tudor inh	RGS4 inhibitor	BAZ2B block	molecule
42%[activator]	.	.	-2%	-16%	.	CCCN1CNc2c(c(=O)[nH]c(=S)n2CCc2ccc(C)cc2)C1
15%	.	.	-17%	-25%	.	C=C1CCN(C(Cc2ccccc2)C(=O)NC2CCN(Cc3ccccc3)CC2)S(=O)(=O)c2ccccc21 (stereo not drawn)
17%[57 µM]	.	.	-6%[57.1 µM]	9%	.	O=C(Cc1ccccc1)NCC(=O)OCC(=O)c1cccc2ccccc12
10%[57 µM]	.	.	-28%[57.1 µM]	-5%	.	N#Cc1ccc(C(=O)N(Cc2ccco2)Cc2cccs2)cc1
16%	.	.	?	-1%	.	COc1ccc(S(=O)(=O)N2CCN(c3nc(-c4ccccc4)nc4ccccc34)CC2)cc1
7%[57 µM]	.	.	-4%[57.1 µM]	-4%	.	O=C(NCCc1nc2ccccc2n1CCCOc1ccc2ccccc2c1)C1CCCCC1
5%	.	.	-32%	-1%	.	COc1ccc(-c2c(C3C4C=CCC(C)C4C(=O)N3Cc3ccccc3)ccc3ccccc23)cc1 (stereo not drawn)
50%[activator]	.	.	-8%	-11%	.	Cc1ccc(NC(=O)c2ccc(NC(=O)C3CCCC3)cc2)c(C)c1
13%	.	.	?	?	.	CC(=O)Nc1ccc(SCCN2CCN(CCc3ccccc3)CCC2=O)cc1
-30%[57 µM]	.	.	?	-19%	.	Nc1ncnc2c1[nH]c(=S)n2C1OC(CO)C(O)C1O (stereo not drawn)
34%	.	.	-11%	24%	.	O=C(CN1C(=O)c2ccccc2S1(=O)=O)Nc1cc(S(=O)(=O)N2CCOCC2)ccc1N1CCOCC1
29%	.	.	79µM*	-3%	.	O=S(=O)(Nc1cccc2cccnc12)c1cccs1
10%	.	.	-27%	-21%	.	CCOC(=O)N1CCN(/[N+]([O-])=N/Oc2ccc([N+](=O)[O-])cc2[N+](=O)[O-])CC1C (stereo not drawn)
27%	.	.	-16%	8%	.	CCCN1CNc2c(c(=O)[nH]c(=S)n2CCc2ccccc2OC)C1
2%	.	.	-19%	-14%	.	COc1ccc(CCn2c3c(c(=O)[nH]c2=S)CN(c2ccccc2)CN3)cc1OC
34%[activator]	.	.	79µM*	1%	.	COc1ccc(C2Nc3ccc(NC(=O)COC(C)=O)cc3C(=O)N2Cc2ccccc2)cc1COc1ccc(NC(C)=O)cc1 (stereo not drawn)
17%	.	.	?	-12%	.	COc1ccc(SCC(Cc2ccccc2)N2CCN(CCc3ccccc3)CCC2=O)cc1 (stereo not drawn)
40%[activator]	.	.	6%	5%	.	CC(=O)Nc1ccn(C2OC(C(COC(C)=O)NC(=O)C3CCCN3C(=O)OC(C)(C)C)C(OC(C)=O)C2OC(C)=O)c(=O)n1 (stereo not drawn)
29%	.	.	-8%	-17%	.	C[C@H]1C(=O)N(S(=O)(=O)c2ccc([N+](=O)[O-])cc2)[C@H]1c1ccc(F)cc1
-2%	.	.	-31%	-19%	.	NCCCN(Cc1ccc(Cl)c(Cl)c1)c1ccccn1
38%[activator]	.	.	12%	6%	.	O=S(=O)(Nc1c(Br)cc(Br)c2cccnc12)C1CCCCC1
14%[57 µM]	.	.	-12%[57.1 µM]	2%	.	N#Cc1nc(N)nc(N2CCCCC2)n1
43%[activator]	.	.	-10%	11%	.	CC(=O)OCC(NC(=O)C(C)NC(=O)OC(C)(C)C)C1OC(n2ccc(=O)[nH]c2=O)C(OC(C)=O)C1OC(C)=O (stereo not drawn)
5%	.	.	?	11%	.	CN(C)c1ccc(-c2c(C3C4C=CCCC4(C)C(=O)N3Cc3ccccc3)ccc3ccccc23)cc1 (stereo not drawn)
?	.	.	35µM*	-1%	.	CCN(CC)CCC(c1ccc(N(C)C)cc1)c1c(OC)cc(OC)c2c(C)cc(=O)oc12 (stereo not drawn)
39%	.	.	-20%	-32%	.	CC(=O)Nc1ccc(SCC(Cc2ccccc2)N2CCN(CC(C)C)CCC2=O)cc1 (stereo not drawn)
10%[57 µM]	.	.	-23%[57.1 µM]	1%	.	Cc1ccccc1OCC(=O)NCC(=O)OCC(=O)c1ccc(F)cc1
-7%	.	.	-15%	12%	.	COc1cc2c3cc1OCc1c(O)c(OC)cc4c1C(Cc1ccc(cc1)Oc1cc(ccc1O)CC3N(C)CC2)N(C)CC4 (stereo not drawn)
32%	.	.	-13%	1%	.	CC(=O)c1cccc(NC(=O)C(C)OC(=O)c2ccc(S(C)(=O)=O)c([N+](=O)[O-])c2)c1 (stereo not drawn)
-16%	.	.	?	9%	.	CCOC(=O)CN(Cc1cc(OC)cc(N(C)C)c1OC)C(=O)C1CC(CO[Si](C)(C)C(C)(C)C)=CN1C(=O)OC(C)(C)C (stereo not drawn)
53%[activator]	.	.	3%	-9%	.	Cc1nnc(NC(=O)C2CCN(C(=O)c3ccsc3)CC2)s1
28%	.	.	-13%	5%	.	CCCN1CNc2c(c(=O)[nH]c(=S)n2CCc2cccc(Cl)c2)C1
21%[57 µM]	.	.	-25%[57.1 µM]	3%	.	CCN(CC)CCN1C(=O)c2ccccc2NC1c1ccc(OC)c(COc2ccc(NC(C)=O)cc2)c1 (stereo not drawn)
39%&37%	.	.	-18%&-18%	-23%&20%	.	Nc1nc(NCc2ccccc2)c2[nH]cnc2n1
24%&23%	.	.	-7%&-4%	-7%&-2%	.	O=S(=O)(c1cccc(Cl)c1)N1CCN(c2nc(-c3cccs3)nc3ccccc23)CC1
-9%[57 µM]	.	.	-29%[57.1 µM]	8%	.	O=[N+]([O-])c1cc(Cl)ccc1Nc1nc(Nc2ccc(Cl)cc2[N+](=O)[O-])nc(N2CCOCC2)n1
97%[activator]	.	.	25%	-15%	.	CC(C)CN1CCC(=O)N(C(CSc2ccc(Br)cc2)Cc2ccccc2)CC1 (stereo not drawn)
22%[57 µM]	.	.	1%[57.1 µM]	-14%	.	N#Cc1nc(-c2ccc(OCc3ccc(Cl)cc3)cc2)oc1N1CCCC1
?	.	.	-73%	-29%	.	CCOC(=O)C1=CN(C(=O)OC(C)(C)C)C(CN2C(=O)COCC2=O)C1 (stereo not drawn)
11%[57 µM]	.	.	7%[57.1 µM]	23%	.	CC(C)(C)NC(=O)COC(=O)CNC(=O)C1CCCCC1
.	?	16%	.	.	1.4µM*	Cc1cc(-c2ccc(N=Nc3c(S(=O)(=O)O)cc4cc(S(=O)(=O)O)cc(N)c4c3O)c(C)c2)ccc1N=Nc1c(S(=O)(=O)O)cc2cc(S(=O)(=O)O)cc(N)c2c1O
.	4%[59 µM]	-18%	.	.	4%	NC(=O)CC[C@@H]1NC(=O)[C@H](Cc2ccccc2)NC(=O)[C@H](Cc2ccc(O)cc2)NC(=O)[C@@H](N)CSSC[C@@H](C(=O)N2CCC[C@H]2C(=O)N[C@@H](CCCN=C(N)N)C(=O)NCC(N)=O)NC(=O)[C@H](CC(N)=O)NC1=O
.	28µM*	?	.	.	11µM*	CCN1/C(=C/C=C/C=C/c2sc3ccccc3[n+]2CC)Sc2ccccc21
.	-46%[12.7 µM]	10%	.	i	.	C[C@]1(c2ccccc2)OC(C(=O)O)=CC1=O

A portion of the library; count on the stated rates, not on these rows.
